# TDP2 inh: blocks human TDP2 phosphodiesterase activity; 370,000 tested, 0.34% active; inhibition, % at 12.8 µM; recombinant TDP2, T5PNP hydrolysis, p-nitrophenol absorbance 415 nm; O95551;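 active = inhibition above the mean of all tested compounds plus 3 SD, set per campaign, cut at about 25% in these data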;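 note: 0% = DMSO with enzyme and 100% = buffer with substrate but no TDP2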
#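 System – recombinant human TDP2 · Quantity – TDP2 enzyme at 120 nM final · Doses – single concentration, 12.8 µM nominal, with 1% DMSO · Incubation – 2 h at 37 °C · Measured by – epi absorbance of p-nitrophenol freed from T5PNP by hydrolysis · Read-out – % inhibition relative to enzyme-containing and enzyme-free wells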
# SIAE primary: blocks human sialic acid acetylesterase. Q9HAT2. SIAE FP-Rh probe binding, fluorescence polarization. inhibition, % at 9.66 µM. 370,000 tested, 0.69% active. AID 1053197;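 active = inhibition above a cutoff: mean of compounds within the control limits plus 3 SD of those, cut at about 17% in these data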;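 note: 0% = plate median of compound wells and 100% = probe without SIAE protein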
# UHRF1 MBD2 ctr: blocks human UHRF1 binding to methylated DNA. inhibition, % at 4.4 µM. AID 687016. Q96T88. 370,000 tested, 0.75% active. UHRF1 binding to methylated oligo, TR-FRET; in the data active = inhibition above about 21%;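 note: UHRF1 SRA domain binding a hemimethylated CpG hairpin DNA probe; 0% = median of test compound wells and 100% = reference inhibitor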
# PG9 binder: small molecules binding HIV-1 gp120 antibody PG9; 360,000 tested, 0.43% active; AID 624416; TR-FRET gp120-PG9 antibody binding; inhibition, % at 6.7 µM; in the data active = inhibition above about 8.5%
# HTRA1 inhibitor: blocks human HTRA1 serine peptidase; Q92743; recombinant HTRA1, FP-rhodamine activity-based probe, fluorescence polarization; inhibition, % at 5.96 µM; 340,000 tested, 0.5% active; in the data active = inhibition above about 36%;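 note: 0% = enzyme with DMSO and 100% = wells lacking enzyme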
# LEDGF integ inh: blocks HIV-1 LEDGF/p75-dependent DNA integration; TR-FRET IN-LEDGF/p75 DNA integration, Eu/Cy5; inhibition, % at 3.7 µM; 370,000 tested, 0.64% active; AID 743269;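 active = inhibition above the screen-wide mean plus 3 SD, cut at about 13% in these data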;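 note: signal is the Cy5 over europium emission ratio at 671 and 618 nm; 0% = plate median of compound wells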
# PRMT1 FP inh: blocks human protein arginine methyltransferase 1; Q99873; recombinant PRMT1, activity-based probe fluorescence polarization; inhibition, % at 2.79 µM; 370,000 tested, 1.3% active; AID 652257;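 active = inhibition above about 21% made by adding two undisclosed values, limit read from the data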
# Target sequence (Q99873 whole entry, looked up): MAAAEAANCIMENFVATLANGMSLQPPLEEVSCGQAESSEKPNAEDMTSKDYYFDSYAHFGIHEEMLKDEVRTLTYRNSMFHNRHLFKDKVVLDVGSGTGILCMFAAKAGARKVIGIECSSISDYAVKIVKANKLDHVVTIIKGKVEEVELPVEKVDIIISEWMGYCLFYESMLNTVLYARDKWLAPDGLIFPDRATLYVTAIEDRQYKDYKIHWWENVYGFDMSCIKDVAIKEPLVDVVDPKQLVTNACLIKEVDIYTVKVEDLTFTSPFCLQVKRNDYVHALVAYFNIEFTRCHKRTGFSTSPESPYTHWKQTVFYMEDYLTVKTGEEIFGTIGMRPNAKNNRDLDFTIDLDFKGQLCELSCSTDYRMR
# Tn7 DDE FP: disrupts Tn7 cyclic peptide binding to fibrin D-Dimer-E complex. P02675. FP displacement of FITC-Tn7 peptide from fibrin DD(E); 0% = median of compound wells per plate. inhibition, % at 8.3 µM. 370,000 tested, 0.13% active. AID 720508;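 active = inhibition above the mean of compounds falling within the control limits plus 3 SD of them, cut at about 14% in these data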;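 note: 0% = plate median of compound wells and 100% = 10 µM Aha-Tn7 peptide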
# Target sequence (P02675 whole entry, looked up): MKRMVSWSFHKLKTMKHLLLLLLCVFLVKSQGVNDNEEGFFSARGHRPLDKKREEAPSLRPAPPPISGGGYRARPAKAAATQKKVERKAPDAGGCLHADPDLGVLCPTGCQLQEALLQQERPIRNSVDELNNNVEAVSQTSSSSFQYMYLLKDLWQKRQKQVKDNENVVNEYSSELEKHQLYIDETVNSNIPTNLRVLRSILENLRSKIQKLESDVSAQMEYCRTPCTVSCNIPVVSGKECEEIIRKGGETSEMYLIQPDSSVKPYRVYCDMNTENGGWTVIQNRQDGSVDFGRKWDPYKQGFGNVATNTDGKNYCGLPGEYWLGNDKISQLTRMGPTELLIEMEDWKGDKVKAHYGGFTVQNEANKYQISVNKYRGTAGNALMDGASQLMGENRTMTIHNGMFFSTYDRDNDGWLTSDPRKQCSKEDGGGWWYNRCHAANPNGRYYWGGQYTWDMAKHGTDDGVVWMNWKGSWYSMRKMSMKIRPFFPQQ
#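 System: human fibrin DD(E); quantity: Fibrin-DD(E) at 2 µM final; also added: fluorescent Tn7 probe at 0.1 µM; compound dosing: single nominal test concentration of 8.3 µM per compound; schedule: 10 min preincubation, 3 h with tracer, room temperature; detection: fluorescence polarization of the labelled Tn7 tracer; repeats: one replicate per compound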
# TCR-CD3 inh: inhibitors of human TCR-CD3 interaction. TAMRA-labeled TCR probe fluorescence, biochemical. AID 651800. inhibition, % at 9.4 µM. 360,000 tested, 0.37% active; in the data active = inhibition above about 19%;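 note: recombinant mutant TCR 2C K166C tagged with TAMRA read by polarization; 0% = receptor in buffer alone and 100% = receptor with positive control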
# ABHD4 inh: ABHD4 (mouse) inhibition, primary FP screen; Q8VD66; purified mABHD4, FP-Rh probe fluorescence polarization; inhibition, % at 8.92 µM; 370,000 tested, 0.54% active; AID 720543;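 active = inhibition exceeding the mean over every tested compound plus 3 SD, cut at about 30% in these data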;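 note: 0% = plate median of compound wells and 100% = S159A mutant with DMSO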
#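 Assay system: wild-type mouse ABHD4 protein; compound: single nominal dose of 8.92 µM, 0.89% DMSO final; schedule: 45 min + 60 min at 25 °C; measured by: FP readout, ex 525 nm / em 598 nm; evaluation: % inhibition of FP-Rh probe binding versus controls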
# Numbers without * were called inactive; . = no result given.
UHRF1 MBD2 ctr	TDP2 inh	HTRA1 inhibitor	ABHD4 inh	LEDGF integ inh	PRMT1 FP inh	TCR-CD3 inh	PG9 binder	SIAE primary	Tn7 DDE FP	canonical_smiles
0	6	4	4	-3	1	-2	-1.4	-7	4	O=C(NNC1=NS(=O)(=O)c2ccccc21)c1ccc(Cl)cc1
-3	-11	-8	-4	-4	-2	1	0.0	0	11	Cc1ccc(-n2ncc3c2CCCC3NC(=O)c2csnn2)cc1C (configuration not stated)
-4	14	-4	-1	0	-2	-1	0.4	1	2	COc1cccc(OCCc2c(C)n[nH]c2C)c1
2	-2	-5	-4	1	-2	1	-0.1	5	-3	O=C(Nc1ccc(Cl)cc1)Nc1nnc(-c2ccncc2)s1
-2	-10	6	0	4	-2	6	1.4	-23	-10	COc1ccc2[nH]c3nc(SCc4nnc(-c5ccccc5)o4)nnc3c2c1
1	4	.	4	-6	0	.	.	-1	0	C=CS(=O)(=O)N(Cc1ccc(C)cc1)[C@@H](CO)C(=O)OC
0	-1	.	2	1	0	-1	0.2	-3	-1	Cc1cccc(N2CCN(C(C(=O)NCc3ccccc3)c3ccc(F)cc3)CC2)c1C (configuration not stated)
1	1	.	4	1	6	.	.	-4	-1	O=C(CCCCCN1C(=O)C2C3C=CC(C3)C2C1=O)Nc1cc(F)cc(F)c1 (configuration not stated)
-1	-2	-1	4	-2	5	-2	0.7	-2	0	CC(C(=O)N1CCc2ccccc21)N1CCN(Cc2ccccc2)CC1 (configuration not stated)
5	-2	-34	-4	-1	1	5	-0.5	-4	1	COc1ccc(/C=C/C(=O)OCc2cc(=O)n3c(n2)sc2ccccc23)cc1
-1	0	-6	-1	-1	1	2	-0.7	1	-6	CCCCn1c(-c2csc3ccccc23)n[nH]c1=S
-1	6	2	3	1	-3	9	2.4	3	7	FC(F)(F)c1nnc2c(Sc3ccc(Cl)cc3)nc3ccccc3n12
0	16	4	-3	1	-1	4	-0.7	13	0	O=C(Cn1cnc2ccccc21)Nc1ccccc1-c1ccccc1
-11	5	-3	-3	4	-5	10	0.1	1	-9	O=c1cc(-c2ccccc2)oc2ccccc12
-1	-3	1	2	-1	-2	7	-2.2	3	3	CC1C(=O)N(Cc2cn(CCC3OCCO3)nn2)CCS(=O)(=O)N1Cc1ccc(-c2cccc(CO)c2)cc1 (configuration not stated)
6	-2	4	-10	-6	9	-8	-1.4	-2	-2	C/C(=N/NC(=O)c1ccccc1)C(=O)O
-2	-5	6	0	-3	-3	7	-0.8	0	7	CCC(C(=O)NCc1ccccc1OC)c1ccccc1 (configuration not stated)
3	-2	-4	5	5	-3	2	-1.2	-1	2	CC(=O)Nc1ccc(S(=O)(=O)NCC2CCC(C(=O)NCc3ccccc3)CC2)cc1 (configuration not stated)
3	1	-2	7	-2	1	-4	1.6	-3	4	COC(=O)c1ccc(C(=O)OC)c(NC(=S)N2CCC(C)CC2)c1
-2	-3	6	-1	0	0	-2	-1.0	-2	-2	COCCCN(Cc1ccco1)C(=O)Cn1ncc2c(=O)oc3ccc(C)cc3c21
0	9	4	1	-1	3	-3	2.4	-1	-7	O=c1[nH]c(N2CCOCC2)nc2c1CCCC2
-1	12	-11	-20	1	0	0	-0.6	-13	3	O=C(NCc1ccccc1Cl)c1ccc(CSc2nc3ccncc3[nH]2)cc1
-2	3	-9	0	3	2	6	-0.5	-11	3	Cc1ccc(C(=O)NCc2ccco2)cc1S(=O)(=O)N1CCCC1
-1	11	-6	-9	-1	-3	6	0.1	-3	-4	COc1ccc(CCn2ccc(O)c(Cc3ccc(Cl)cc3Cl)c2=O)cc1OC
-4	3	-37	-5	0	-1	0	-0.5	-6	1	Cc1cccc(C)c1Nc1nnc(SCC(=O)c2ccc(Br)s2)s1
-5	6	-3	2	-1	-4	5	-0.9	7	7	CSc1nnc2c3cc(F)ccc3n(C)c2n1
0	1	2	-3	-1	-4	-2	-1.4	1	3	COc1ccc(CNC(=O)c2cncc(Br)c2)cc1
0	8	-8	0	-2	4	-1	2.6	5	2	COc1ccc(C(=O)Nc2ccc(S(=O)(=O)NC(C)C)cc2)cc1
-4	7	-5	-5	0	1	-4	2.2	1	12	O=C1Nc2ccc(Br)cc2C1Cc1ccccc1F (configuration not stated)
3	-4	6	4	-7	2	3	-0.3	1	-6	CSC(=S)N(C)C1CCS(=O)(=O)C1 (configuration not stated)
-1	3	-7	3	-5	-3	0	0.5	0	-4	Cc1ccc(-c2cc(C(=O)NCCCN3CCOCC3)no2)cc1
-2	17	-17	-6	-2	1	6	0.1	0	4	CCOC(=O)c1c(C=O)c(C)n(Cc2ccc(C)cc2)c1C
-4	2	1	1	3	11	10	1.0	-1	-2	O=C(COC(=O)c1ccc2ncsc2c1)NCc1ccc(F)cc1
3	11	-9	5	2	-3	4	-1.1	4	-2	COc1ccc(C2Nc3ccccc3C(=O)N2NS(=O)(=O)c2ccc(C)cc2)c(OC)c1 (configuration not stated)
9	19	0	2	0	1	-1	0.0	-3	-1	CC(=O)NC(CCCN1C(=O)c2ccccc2C1=O)c1nnn(C)n1 (configuration not stated)
-2	-11	-50	-25	1	0	2	-2.9	-21	-1	COc1cccc(-c2cc(C(=O)Nc3cccc(O)c3)no2)c1
-5	6	-4	6	2	4	4	0.2	-2	-6	CCCC(C)c1nnc(NC(=O)C2CCCO2)s1 (configuration not stated)
0	-8	4	-4	-2	-2	-2	-0.2	6	8	O=C(NCCc1ccccc1)C1CCN(S(=O)(=O)N2CCCCC2)CC1
0	3	8	1	1	1	2	0.5	5	-3	COc1cc(C(=O)NC2CC3CCCC(C2)N3C2CC2)cc(OC)c1OC (configuration not stated)
4	-7	5	3	-2	3	-2	0.6	-5	-4	CCOC(=O)c1c(C)[nH]c(C(=O)COC(=O)CCC2CCCC2)c1C

# Among those listed so far, five have a Cl atom:
UHRF1 MBD2 ctr	TDP2 inh	HTRA1 inhibitor	ABHD4 inh	LEDGF integ inh	PRMT1 FP inh	TCR-CD3 inh	PG9 binder	SIAE primary	Tn7 DDE FP	canonical_smiles
0	6	4	4	-3	1	-2	-1.4	-7	4	O=C(NNC1=NS(=O)(=O)c2ccccc21)c1ccc(Cl)cc1
2	-2	-5	-4	1	-2	1	-0.1	5	-3	O=C(Nc1ccc(Cl)cc1)Nc1nnc(-c2ccncc2)s1
-1	6	2	3	1	-3	9	2.4	3	7	FC(F)(F)c1nnc2c(Sc3ccc(Cl)cc3)nc3ccccc3n12
-1	12	-11	-20	1	0	0	-0.6	-13	3	O=C(NCc1ccccc1Cl)c1ccc(CSc2nc3ccncc3[nH]2)cc1
-1	11	-6	-9	-1	-3	6	0.1	-3	-4	COc1ccc(CCn2ccc(O)c(Cc3ccc(Cl)cc3Cl)c2=O)cc1OC

# The list continues.
UHRF1 MBD2 ctr	TDP2 inh	HTRA1 inhibitor	ABHD4 inh	LEDGF integ inh	PRMT1 FP inh	TCR-CD3 inh	PG9 binder	SIAE primary	Tn7 DDE FP	canonical_smiles
1	-4	.	3	1	2	-7	-1.2	1	4	O=C1NC[C@@H](CCCCN2C[C@H](Cc3ccc(O)cc3)N(CCc3ccccc3)C(=O)C2=O)N(CCc2ccccc2)C1=O
0	-9	5	-2	-4	3	-2	-0.6	-6	4	Cc1ccc(CC(=O)N2CCN(c3ccc([N+](=O)[O-])cc3)CC2)cc1
0	4	-3	-1	-4	-2	1	-1.3	3	-2	CCOC(=O)CCNCc1ccc(OC)c(OC)c1
-3	-5	-3	-9	0	0	6	-3.1	-10	-1	Cc1ccc(C(=O)c2nc3c(n2O)CCCC3)cc1
-3	-4	9	27	6	49*	-2	-1.9	9	-6	O=C1CC(N2CCN(c3ccc(O)cc3)CC2)C(=O)N1Cc1cccs1 (configuration not stated)
3	-8	-40	-82	1	0	16	-1.2	-63	-4	CC1CCN(S(=O)(=O)c2ccc(NC(=O)Cn3nnc(-c4ccccc4)n3)cc2)CC1
0	3	0	-4	0	-1	3	-1.6	-6	-6	CCc1ccc(N(CC(=O)NCc2ccco2)C(=O)CCC(=O)Nc2ccccn2)cc1
4	5	-18	-8	-2	1	-1	-2.3	3	5	NS(=O)(=O)c1cccc(NC(=O)CCSc2ccccc2Cl)c1
0	9	.	0	0	4	-2	2.9	9	1	S=c1[nH]nc(-c2cc(-c3ccsc3)n[nH]2)n1-c1ccccc1
4	-4	2	-7	3	1	-8	0.2	1	-2	O=C1C=C(NCCN2CCOCC2)CC(c2ccccc2)C1 (configuration not stated)

# 4 compounds from above, limited to Tn7 DDE FP and PRMT1 FP inh:
Compound	Tn7 DDE FP	PRMT1 FP inh
O=C1NC[C@@H](CCCCN2C[C@H](Cc3ccc(O)cc3)N(CCc3ccccc3)C(=O)C2=O)N(CCc2ccccc2)C1=O	4	2
Cc1ccc(CC(=O)N2CCN(c3ccc([N+](=O)[O-])cc3)CC2)cc1	4	3
CCOC(=O)CCNCc1ccc(OC)c(OC)c1	-2	-2
Cc1ccc(C(=O)c2nc3c(n2O)CCCC3)cc1	-1	0

# The listing continues.
UHRF1 MBD2 ctr	TDP2 inh	HTRA1 inhibitor	ABHD4 inh	LEDGF integ inh	PRMT1 FP inh	TCR-CD3 inh	PG9 binder	SIAE primary	Tn7 DDE FP	canonical_smiles
7	-10	7	3	4	0	-1	-0.6	-3	2	O=C(c1ccc2c(c1)OCO2)N1CCCC(c2ccccc2)C1 (configuration not stated)
0	-4	-3	6	0	-2	6	0.5	0	1	COc1cc2c(c(OC)c1OC)-c1ccc(OC)c(=O)cc1[C@@H](N(C)CC#CCO)CC2
-1	-2	0	-2	-1	1	1	-2.4	0	0	CC(C(=O)NCc1ccco1)n1ccc2cc(S(=O)(=O)N3CCCC3)ccc21 (configuration not stated)
1	-12	11	4	14*	-3	2	-0.3	5	-2	COc1ccc(CC(=O)Oc2ccc(C)cc2Br)cc1OC

# Rows are unselected; about 4.2% have a hit in one of these screens.
